GLP-1R agonist = activates the human GLP-1 receptor. P43220. HEK293 GLP-1R CRE-luciferase, luminescence, 4-6 h; cells express a hypersensitive GLP-1R form. Potency, µM (top dose mostly 45.6 µM), inactives show at the highest dose activation, hits mostly activators. 380,000 compounds, 0.007% hits; further: potency means the concentration at half of the fitted maximal effect; % of control where 0% means no effect
GLP-1R inv ag = acts as inverse agonist at human GLP-1 receptor; HEK293 GLP-1R CRE-luciferase, luminescence, 24 h; GLP-1R form is constitutively active; Potency, µM (titrated, usually from 38.3 µM), for the others: at the highest dose activity change, negative = inhibition, hits mostly inhibitors; 410,000 compounds, 1.6% hits; AID 624417; further: potency means the concentration at half of the fitted maximal effect; on the % scale 0 is the no-effect control and ±100 the full control effect; nearly all actives have a fitted effect of over 55% in size
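HEK293 cells stably co-expressing a cAMP-responsive luciferase reporter and constitutively active GLP-1R were seeded, incubated 12 h, then exposed to compounds for 24 h at 37 C. Luminescence was read 12 min after detection reagent; inverse agonists lower signal.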
aSyn rescue = alpha-synuclein toxicity inhibition in yeast; Yeast expressing alpha-synuclein, growth rescue, BacTiter-Glo, 24 h; Potency, µM (titrated, usually from 46.1 µM), inactives show at the highest dose growth rescue (activation), usual class: activators; 370,000 compounds, 0.14% hits; further: potency means the concentration at half of the fitted maximal effect; % of control where 0% means no effect; nearly all actives have a fitted effect of over 65% in size
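Galactose-induced alpha-syn yeast (OD600=0.02, raffinose-pregrown) + pinned cpd, 24 hr, 30 deg C; growth by BacTiter-Glo luminescence. Growth restoration scores as activation.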
KB-V1 MDR tox = KB-V1 MDR subline cytotoxicity; KB-V1 MDR cells viability, CellTiter-Glo, 72 h; Potency, µM (highest dose often 46.1 µM), inactives show at the highest dose activity change, negative = cytotoxicity, actives largely listed as cytotoxic; 400,000 compounds, 3.4% hits; further: potency means the concentration at half of the fitted maximal effect; on the % scale 0 is the no-effect control and ±100 the full control effect; nearly all actives have a fitted effect of over 60% in size
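Drug-selected KB-V1 cells, grown in DMEM lacking phenol red with 10% FBS, receive compound titrations; after three days at 37 degrees C, surviving cell ATP is quantified by CellTiter-Glo luminescence and responses normalized and curve-fitted.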
DRD3 agonist = D3 dopamine receptor (human) agonism | 410,000 compounds, 0.58% hits | P35462 | D3R DiscoveRx beta-arrestin cells, luminescence, 90 min | max activation, %; in the data active means max activation above about 30%; further: 0% is about no effect; mostly tested at two doses, the higher about 12 µM
Target sequence (P35462 whole entry, looked up): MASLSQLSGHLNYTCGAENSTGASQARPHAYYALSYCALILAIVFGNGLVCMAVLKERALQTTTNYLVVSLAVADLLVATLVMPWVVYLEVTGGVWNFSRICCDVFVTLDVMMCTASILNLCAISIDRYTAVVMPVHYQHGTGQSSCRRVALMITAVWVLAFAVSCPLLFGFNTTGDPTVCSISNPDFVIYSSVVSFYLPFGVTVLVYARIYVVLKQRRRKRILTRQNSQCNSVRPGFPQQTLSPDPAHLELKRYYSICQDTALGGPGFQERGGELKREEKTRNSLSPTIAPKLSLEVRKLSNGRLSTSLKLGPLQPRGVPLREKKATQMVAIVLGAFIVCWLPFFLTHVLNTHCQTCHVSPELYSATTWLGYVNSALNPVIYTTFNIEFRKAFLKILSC
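Agonist-mode cell screen: cells plated at 1500/well and incubated overnight at 37 °C, then exposed to library compounds for 90 min at 37 °C. Detection reagent was added for 30–60 min at room temperature, and luminescence was read.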
TDP-43 yeast inh = rescues yeast growth from TDP-43 toxicity. Potency, µM (top dose mostly 46.1 µM), for the others: at the highest dose growth rescue (activation), hits mostly activators. TDP-43 expressing yeast growth rescue, BacTiter-Glo, 24 h. 410,000 compounds, 1.8% hits. AID 652104; further: potency means the concentration at half of the fitted maximal effect; % of control where 0% means no effect; nearly all actives have a fitted effect of over 50% in size
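Yeast cells expressing TDP-43 under galactose induction are exposed to compounds for 24 hr at 30 deg C. BacTiter-Glo luminescence measures growth, so protective compounds score as activators.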
PTHR1 agonist = activates the human parathyroid hormone receptor PTHR1. 410,000 compounds, 0.075% hits. Potency, µM (top dose mostly 115 µM), for inactives: at the highest dose activation, usual class: activators. HEK293 GP2 PTHR1 cells, GloSensor cAMP luminescence, 1 h; further: potency means the concentration at half of the fitted maximal effect; nearly all actives have a fitted effect of over 55% in size; some results filed as inactive show a strong effect at the top dose; inactives centre near -15; many of its hits are not listed in these tables
Target sequence (Q03431 whole entry, looked up): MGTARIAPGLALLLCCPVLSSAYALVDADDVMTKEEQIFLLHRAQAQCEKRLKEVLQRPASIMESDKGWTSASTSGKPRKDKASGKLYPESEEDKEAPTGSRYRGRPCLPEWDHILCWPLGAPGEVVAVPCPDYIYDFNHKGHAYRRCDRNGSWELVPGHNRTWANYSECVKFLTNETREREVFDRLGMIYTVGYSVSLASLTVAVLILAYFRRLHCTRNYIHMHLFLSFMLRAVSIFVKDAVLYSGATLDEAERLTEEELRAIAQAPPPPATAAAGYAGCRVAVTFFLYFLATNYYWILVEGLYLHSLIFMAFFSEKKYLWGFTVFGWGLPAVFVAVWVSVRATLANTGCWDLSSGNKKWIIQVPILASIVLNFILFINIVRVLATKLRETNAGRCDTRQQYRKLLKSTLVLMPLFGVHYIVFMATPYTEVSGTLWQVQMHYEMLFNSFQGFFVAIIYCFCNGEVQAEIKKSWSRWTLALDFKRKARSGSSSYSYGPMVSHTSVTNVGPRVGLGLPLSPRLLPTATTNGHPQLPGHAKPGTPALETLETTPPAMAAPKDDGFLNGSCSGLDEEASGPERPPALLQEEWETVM
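HEK-293-derived GP2 cells expressing PTHR1 and a GloSensor cAMP reporter, 3,000/well, plated overnight, given luciferin plus IBMX (each 0.5 mM as added) for 1 h at 37 °C, then compound for 1 h at 37 °C. Luminescence was read after 15 min at room temperature.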
D3 antag = D3 dopamine receptor (human) antagonism; P35462; D3R cells, DiscoveRx beta-arrestin luminescence, antagonist mode; stronger effect = lower value; max response, negative = inhibition, %; 360,000 compounds, 2.5% hits; AID 652054; in the data active means max response below about -50%; inconclusive means no clear call, values can overlap the other calls; further: on the % scale 0 is the no-effect control and ±100 the full control effect; mostly tested at two doses, the higher about 12 µM
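Cells expressing the human receptor were seeded at 1500 cells/well, incubated overnight at 37 degrees C in 5% CO2, then exposed to library compounds with dopamine controls for 90 minutes at 37 degrees C before luminescent detection.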
HEK293 tox = cytotoxic in the GLP-1 receptor inverse agonist counter-screen | HEK293 cAMP-luciferase reporter cells, luminescence, 24 h | Potency, µM (top dose mostly 38.3 µM), inactives show at the top dose activity change, negative = inhibition, actives largely listed as inhibitors | 410,000 compounds, 0.13% hits;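 further: loss of luciferase light is scored as toxicity; potency means the concentration at half of the fitted maximal effect; on the % scale 0 is the no-effect control and ±100 the full control effect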
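Quantitative HTS format, 1536 wells, 200 cells/uL seeded. Compounds: 23 nL, 24 h, 37 °C. Detection: luciferase reagent, luminescence at 12 min RT; decreased signal taken as cytotoxic.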
* marks the source's active call; other numbers are inactive results; i = inactive; ? = inconclusive; nt = no result given; [ ] = another dose, or the depositor's remark. Unless noted, the call rests on the fitted dose curve; in most records, active means well fitted curve in the direction sought with a large enough effect; inconclusive means small, poorly fitted or top-dose-only effect, or another doubt; inactive means no such curve, though single readings can be large; an effect the other way counts as inactive or inconclusive. The list is partial (hit frequency here may not be typical).

SMILES	GLP-1R agonist	GLP-1R inv ag	aSyn rescue	KB-V1 MDR tox	DRD3 agonist	TDP-43 yeast inh	PTHR1 agonist	D3 antag	HEK293 tox
Cc1nnc2n(-c3ccccc3)c(=O)c3c4c(sc3n12)CC(C)CC4 (stereo not drawn)	-8.0%	10.9%	0.5%	8.2µM*	8.7	-20.8%	-9.2%	1.8	-24.5%
CCOC(=O)c1c(NC(=S)NC(=O)c2cnn(CC)c2)sc2c1CCC(C)C2 (stereo not drawn)	-4.5%	1.0%	-8.0%	-17.5%	-5.0	-12.5%	-13.8%[57.5 µM]	12.1	7.7%
O=C(Cn1cnc2ccccc21)OCC(=O)N1CCc2ccccc2C1	8.3%	-1.1%	-2.5%	16.0%	-0.6	-1.3%	2.2%	-8.0	54.9%[activator]
CN(C)S(=O)(=O)c1ccc(NC(=O)CN2CCCc3ccccc32)cc1	11.0%	-23.4%	3.6%	?	-4.4	13.0%	-17.8%	-14.9	-5.6%
CC(CCc1ccccc1)NC(=O)c1cccc([N+](=O)[O-])c1 (stereo not drawn)	2.4%	0.0%	-11.2%	?	-6.3	23.9%	-5.5%	-22.5	4.3%
CCOC(=O)c1c(NC(=O)/C=C/C(=O)O)sc(C)c1-c1ccc(F)cc1	4.7%	?	-77.2%[inhibitor]	?	1.2	0.0%	-35.6%[inhibitor]	3.4	?
CC(C)(C)n1cnc2cc(NCc3ccccc3O)ccc21	26.3%	-5.1%	-4.9%	-7.5%	-7.1	-10.7%	i	-11.8	1.2%
COc1ccc(C2c3c(-c4c(C)cc(C)cc4O)n[nH]c3C(=O)N2Cc2ccco2)cc1 (stereo not drawn)	nt	?	nt	?	2.4	13.6%	-17.3%	nt	?
Cc1cc(S(=O)(=O)Nc2ccccc2C(=O)O)ccc1Cl	5.1%	0.0%	-1.3%	26.6%	-4.6	-22.0%	-34.5%[inhibitor][57.5 µM]	-27.8	2.3%
Cc1c[nH]c2cccc(OCC(CNC(C)(C)C)OC(=O)c3ccccc3)c12 (stereo not drawn)	6.7%	?	7.7%	-6.4%	-3.2	-3.8%	i	14.2	?
COc1cc(C(=O)Nc2ccc(S(=O)(=O)Nc3cc(C)nc(C)n3)cc2)cc(OC)c1OC	-0.9%	12.6%	-1.6%	-8.0%	-14.5	-13.5%	-28.1%	-17.4	15.2%
CCOc1ccc(CC2NCCc3cc(OCC)c(OCC)cc32)cc1OCC (stereo not drawn)	-0.1%	-1.5%	-2.1%	?	-0.5	-8.7%	-62.0%[inhibitor]	-11.5	-14.0%
Cc1ccc2occ(CC(=O)Nc3ccc(S(=O)(=O)N4CCC(C)CC4)cc3)c2c1	nt	?	nt	?	8.0	12.1%	-8.5%	nt	-20.3%
COc1cc(/C=N/NC(=O)Nc2cccc3nsnc23)cc(OC)c1OC	12.4%	-3.3%	2.7%	2.4%	2.5	7.9%	i	17.2	10.0%
Cc1ccc2nc(SCC(=O)c3cc(C)n(C)c3C)[nH]c2c1	5.5%	11.6%	10.5%	-9.9%	-4.8	8.5%	-3.7%[57.5 µM]	7.6	3.4%

3 compounds from above, showing only HEK293 tox:
structure | HEK293 tox
CN(C)S(=O)(=O)c1ccc(NC(=O)CN2CCCc3ccccc32)cc1 | -5.6%
Cc1nnc2n(-c3ccccc3)c(=O)c3c4c(sc3n12)CC(C)CC4 (stereo not drawn) | -24.5%
CC(CCc1ccccc1)NC(=O)c1cccc([N+](=O)[O-])c1 (stereo not drawn) | 4.3%

(listing goes on)
SMILES	GLP-1R agonist	GLP-1R inv ag	aSyn rescue	KB-V1 MDR tox	DRD3 agonist	TDP-43 yeast inh	PTHR1 agonist	D3 antag	HEK293 tox
CC(=O)c1sc(NC(=O)CS(=O)(=O)c2ccccc2)nc1C	13.9%	13.6%	-2.6%	?	0.4	0.0%	i	41.0	14.2%
CCOc1ccc(NCCC(O)c2ccc(F)cc2)cc1 (stereo not drawn)	7.2%	-5.6%	3.7%	13.2%	-2.2	16.8%	i	-12.3	3.5%
CC(C)CCN1CCN(C2CCN(c3ccc4c(c3)OCO4)CC2)CC1CCO (stereo not drawn)	6.8%	-28.0%	9.6%	3.9%	-10.4	-13.9%[9.22 µM]	i	2.5	4.8%
COc1cc(/C=N/NC(=O)c2ccccc2)ccc1OS(=O)(=O)c1ccccc1	10.3%	?	-5.5%	-2.6%	-0.5	0.0%	-17.8%	-10.9	-21.1%
Cc1c(C(=O)N2CCCCC2)c(S(=O)(=O)NCCc2ccc(Cl)cc2)c(C)n1C	-1.3%	-25.4%	12.4%	-0.4%	-0.4	10.3%	-0.2%	-12.6	-7.6%
CC(=O)c1ccc(NC(=O)c2ccc(CSc3ccccc3)o2)cc1	10.3%	-21.8%	-6.5%	?	0.9	15.8µM*	-49.2%[inhibitor]	8.1	19.2%
CC1CCN(C(=O)COC(=O)c2ccc(Cl)nc2)CC1	-2.8%	7.6%	0.0%	-3.9%	4.8	-4.9%	-3.4%	-3.3	8.7%
O=c1cccc(-c2cccc3ccccc23)o1	nt	18.5%	6.4%	1.1%	1.0	9.8%	-18.1%	3.0	4.3%
CCCCN(C(=O)c1cc2c(s1)CCCCC2)c1c(N)n(CCC)c(=O)[nH]c1=O	-4.5%	9.9%	1.5%	?	-9.0	19.6%	i	-27.3	-16.9%
Nc1nonc1-c1nc2ccccc2n1CC(=O)N/N=C\c1ccc(-c2ccc(Cl)cc2)o1	1.2%	10µM*	-0.8%	?	-20.8	-18.9%	i	?	8.1%
Cn1c(=O)c(C(=O)NCc2ccccc2Cl)c(O)c2ccccc21	-0.9%	8.3%	-1.7%	12.1%	3.1	-10.4%	-2.8%	-2.2	0.2%
CC(=O)NNC(=O)CCn1nnc2ccccc21	0.5%	5.4%	4.6%	-0.5%	5.9	18.5%	-21.8%	6.3	13.8%
COc1cccc(CC(NC(C)=O)C(=O)NC2CCN(C(=O)c3ccc(Cl)cc3)CC2)c1OC (stereo not drawn)	12.1%	45.6%[activator]	3.3%	13.0%	5.8	2.2%	i	6.6	1.9%
Cc1nc(SC(C)C(=O)Nc2c(C)n(C)n(-c3ccccc3)c2=O)nc(C)c1C (stereo not drawn)	-7.1%	3.4%	6.9%	7.2%	-2.3	16.1%	i	6.8	-14.2%
Cc1cc(OC(=O)c2cccs2)ccc1C(C)C	-2.2%	-1.6%	-13.4%	?	-11.0	-4.7%	-7.9%	0.0	-7.1%
COc1ccc(S(=O)(=O)N2CCN(CC(=O)NCC3(N4CCOCC4)CCCCC3)CC2)cc1	-4.9%	12.2%	2.0%	12.0%	0.3	21.9%	-20.8%	0.1	5.2%
CC1(Cc2ccc3c(c2)OCO3)C(=O)Nc2ccc(-c3cccc(C(F)(F)F)c3)cc21 (stereo not drawn)	-23.5%	?	-1.5%	-5.5%	16.1	-20.8%	-14.6%	21.0	?
O=C(O)c1ccc(OC2CSC2)cc1	-14.1%	4.0%	-11.6%	?	0.1	?	i	-8.9	-1.5%
OC(CNCCN1CCNCC1)Cc1ccccc1 (stereo not drawn)	-1.0%	-19.3%	-0.6%	20.3%	-11.9	11.8%	i	12.2	4.3%
Nc1c(Br)cc(Br)c2c1[nH]c(=O)c1ccccc12	-3.3%	41.7%[activator]	-0.2%	-17.7%	5.5	24.5%	i	9.1	2.5%
CCOC(=O)C1CCCN(C(=O)c2cc(S(=O)(=O)N3CCCCCC3)ccc2OC)C1 (stereo not drawn)	8.1%	1.0%	-0.7%	0.0%	6.1	4.6%	i	2.0	2.5%
CCN(CC)C(=O)C1CCCN(Cc2sccc2C)C1 (stereo not drawn)	1.5%	0.0%	-3.4%	5.1%	-19.6	-18.0%	i	-62.5*	7.9%
NC(=O)c1c(NC(=O)c2cccnc2)sc2c1CCCCC2	-6.5%	21.1%	-1.2%	-1.9%	10.1	21.4%	i	16.1	-9.2%
CCc1ccccc1NC(=O)C1CCCN(C(=O)c2cnn(-c3ccccc3)c2-n2cccc2)C1 (stereo not drawn)	nt	?	nt	-3.8%	1.2	19.6%	-26.4%	nt	-2.9%
O=C(CSCc1ccc(F)cc1)NC1CCCC1	0.4%	-0.7%	2.9%	2.4%	-13.0	-16.1%	i	-23.9	5.6%
CCOc1ccccc1NS(=O)(=O)c1c(C)nc2sccn2c1=O	nt	0.4%	nt	-4.8%	3.2	11.3%	i	nt	1.7%
O=C(N/N=C/c1ccc(OC(=O)c2ccccc2)cc1)c1ccc(CN2CCOCC2)cc1	-6.4%	0.9%	5.0%	-3.3%	4.9	6.3%	-35.4%[inhibitor]	7.0	1.4%
CC(C)(SC(=S)N1CCCCCC1)C(=O)O	2.4%	-13.6%	1.1%	0.0%	2.6	6.5%	-43.5%[inhibitor]	-17.8	-25.2%
Cc1ccc(NC2OC(CO)C(O)C(O)C2O)cc1 (stereo not drawn)	-6.4%	4.7%	-4.9%	3.8%	7.2	-22.4%	-29.7%[57.5 µM]	12.9	-11.3%
COC(=O)C1CCN(Cc2cc(=O)oc3cc(OC)ccc23)CC1	15.2%	14.0%	0.9%	0.8%	33.7*	-3.4%	i	-16.5	26.6%
COc1cccc(/C=C/C(=O)OCC(=O)NCCC2=CCCCC2)c1OC	12.9%	-21.2%	-6.9%	19.4%	2.7	0.0%	-37.2%[inhibitor]	0.4	-2.8%
COCCN(CC(=O)Nc1cc(Cl)ccc1-n1cncn1)Cc1nc2ccccc2c(=O)[nH]1	13.5%	11.9%	-1.5%	-7.9%	2.0	5.4%	-43.5%[inhibitor]	11.0	-28.2%
